Screening results from PubChem.
H1N1 NS1A inhibition = H1N1 influenza NS1A inhibitors, functional cell based assay (AID 504329); inhibition, % at 12.5 µM, or IC50 in µM where a hit was titrated; NS1A functional cell-based assay, percent inhibition; higher % means a stronger effect; 0.3% of 340,000 active; in the data active = a potency from the dose series; inconclusive = inhibition above about 27% without an active follow-up result; note: strong numbers were not always called active
tuberculosis growth = growth inhibition of non-replicating M. tuberculosis (AID 488890); Mycobacterium tuberculosis non-replicating, growth inhibition; higher % means a stronger effect; inhibition, % at 25 µM; hits with a dose series show IC50 in µM; 0.39% of 320,000 active; in the data active = a potency from the dose series; inconclusive = inhibition mostly from about 82% at the one dose, without a potency; inactive = the rest, 99 in 100 with inhibition below about 76%;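 note: plate controls were DMSO cells for no effect and high antibiotic wells for full effect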
PhoP GFP inhibition = PhoP regulon inhibitors, Salmonella typhi PhoP promoter GFP reporter, confirmatory (AID 1850); Salmonella Typhi PhoP-promoter GFP reporter, fluorescence, 4 h; higher % means a stronger effect; one-dose inhibition, % at 50 µM; IC50 in µM for titrated hits; 0.33% of 310,000 active; in the data active = a potency from the dose series; inconclusive = inhibition mostly from about 25% at the one dose, without a potency; inactive = the rest, 99 in 100 with inhibition below about 19%;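 note: 0% = induced wells with vehicle and 100% = uninduced wells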
inhibitors of VEEV = inhibitors of VEEV TC-83 cytopathic effect, confirmation, Vero cells (AID 588727); Vero cells, VEEV TC-83 cytopathic effect inhibition; higher % means a stronger effect; one-dose inhibition, % at 20 µM; IC50 in µM for titrated hits; 0.13% of 350,000 active; in the data active = a potency from the dose series; inconclusive = inhibition mostly from about 14% at the one dose, without a potency; inactive = the rest, 99 in 100 with inhibition below about 12%; note: strong numbers were not always called active
H37Rv inhibition = M. tuberculosis growth inhibition, HTS (AID 449762); M. tuberculosis H37Rv growth inhibition, 7H9 media; higher % means a stronger effect; inhibition, % at 25 µM, or IC50 in µM where a hit was titrated; 0.59% of 330,000 active; in the data active = a potency from the dose series; inconclusive = inhibition above about 70% without an active follow-up result;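 note: bacterial growth assessed after seven days of incubation; strong numbers were not always called active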
Numbers without * were called inactive; i = inactive; ? = inconclusive; . = no result given.

SMILES,PhoP GFP inhibition,H37Rv inhibition,inhibitors of VEEV,H1N1 NS1A inhibition,tuberculosis growth
NC(=O)C1CCCN(C(=S)NCc2ccc3c(c2)OCO3)C1 (stereo unspecified),5%,-1%,2.0%,-2%,-3%
CN(Cc1ccccc1)C(=O)c1oc(=O)c2ccccc2c1-c1ccccc1,-5%,0%,6.6%,-5%,6%
Cn1c(C(=O)N2CCC(C(N)=O)CC2)cc2cc(Cl)ccc21,-7%,2%,i,-14%,11%
Cn1c(=O)c2sccc2n(CC(=O)NCCC2=CCCCC2)c1=O,-1%,-7%,i,-5%,-2%
O=C(CNC(=O)c1ccc(S(=O)(=O)N2CCCC2)cc1)N/N=C/c1c(Cl)cccc1Cl,-5%,-16%,10%,-11%,4%
C/C(=N\NC(=O)c1ccncc1)c1cccs1,-12%,?,0.7%,-12%,62%
COc1ccc(OC)c(NC(=O)Cn2cc(C(=O)c3ccco3)c3ccccc32)c1,-14%,-2%,9.5%,7%,22%
COc1ccc(CCC(=O)Nc2ccc(Cn3ccnc3)cc2)cc1,-3%,4%,1.5%,-3%,27%
O=C(CNC(=O)c1ccccc1)OCC(=O)c1c[nH]c2ccccc12,.,6%,1.4%,-15%,12%
Nc1ccc(N2CCOCC2)c(S(=O)(=O)Nc2cc(Cl)ccc2Cl)c1,5%,1%,1.9%,0%,11%
Cc1ccc2nc3c(cc(C(=O)NC4CCCC4)c(=N)n3C3CCCCC3)c(=O)n2c1,-1%,12%,i,-4%,54%
COc1ccc(OC)c(NC(=O)Cc2csc(NC(=O)Nc3ccccc3OC)n2)c1,0%,-8%,6.6%,16%,38%
Cc1ccc(NS(=O)(=O)c2c(C)[nH]c(=O)[nH]c2=O)c(Br)c1,-8%,2%,0.4%,-5%,-6%
Cc1cc(C(=O)O)cc(Br)c1N,-4%,-4%,0.9%,6%,-3%
C[C@@H]1CN([C@H](C)CO)C(=O)c2cc(NS(=O)(=O)c3cccs3)ccc2O[C@H]1CN(C)Cc1ccccc1,.,-3%,i,15%,19%
Cc1c(NC(=O)COc2ncnc3ccccc23)c(=O)n(-c2ccccc2)n1C,-1%,7%,0.7%,5%,2%
Cn1c(=O)c2c(nc(CN3CCOCC3)n2CC(=O)c2ccccc2)n(C)c1=O,-7%,3%,1.4%,4%,0%
COc1cccc(/C=C/C(=O)NCc2ccc3c(c2)OCO3)c1,-7%,7%,3.6%,1%,23%
O=C(COc1ccccc1)NC1CCCCC1,3%,-11%,i,3%,0.61µM*
CCOC(=O)CCC(=O)NNC(=O)c1ccc(NC(=O)c2ccccc2)cc1,4%,4%,i,-1%,-6%
COc1ccc(NC(=O)C2CCCC2)cn1,1%,2%,i,-8%,13%
CCOc1cc(C2NC(=O)CCC2[N+](=O)[O-])cc(Br)c1OCC (stereo unspecified),9%,3%,0.7%,-4%,-3%
COC(=O)c1ccc(COC(=O)CNC(=O)CNC(=O)c2ccc(OC)cc2)cc1,0%,-7%,0.7%,-2%,-2%
COc1cc(NC(=O)COc2ccc(F)cc2)nc(OC)n1,14%,1%,0.3%,0%,30%
CCCn1c(=O)n(C)c(=O)c2c(SC(C)C(=O)NCC3CCCO3)nc(CC(C)C)nc21 (stereo unspecified),3%,8%,7.2%,-5%,11%
Cc1ccc(NS(=O)(=O)c2ccc3c(c2)N(C)CCO3)cc1,4%,3%,0.8%,3%,-3%
CCN(CC(=O)Nc1c(F)cccc1F)C(=O)c1ccc(C2SCCS2)cc1,6%,11%,2.9%,3%,12%
CCOC(=O)C(O)(c1ccc(N)c(OC)c1)C(F)(F)F (stereo unspecified),20%,6%,0.4%,0%,12%
COc1ccc(-n2c(O)c(C(C)=NCc3ccco3)c(=O)[nH]c2=O)cc1,-7%,-5%,1.9%,-2%,-8%
O=[N+]([O-])/C=C1\CCCCCN1,-5%,-7%,2.4%,-1%,0%
CC1=NN(c2ccc(C(=O)OC(C)C)cc2)C(=O)/C1=C\C=C\c1ccco1,7%,2%,2.5%,20%,24%
C/C(=N/O)c1c(O)c(C)c(-c2ccccc2)n(-c2ccccc2)c1=O,2%,13%,0.5%,21%,39%
CCN(C(=O)Cn1cnc2c1c(=O)n(C)c(=O)n2C)C1CCCCC1,.,-14%,0.3%,7%,-3%
Cc1cccc(OCC(=O)N(Cc2ccco2)c2c(N)n(Cc3ccccc3)c(=O)[nH]c2=O)c1,.,1%,3.9%,1%,12%
Cc1nc(CC(C)C)cc(C(=O)N2CCCC(Nc3ccc(C)c(C)c3)C2)n1 (stereo unspecified),-12%,4%,1.3%,-3%,-7%
CS(=O)(=O)c1ccc(Cl)c(NC(=O)COC(=O)C23CC4CC(CC(C4)C2)C3)c1,.,3%,0.7%,-1%,21%
Nc1n[nH]c(-c2ccc(Br)cc2)c1Cl,9%,4%,4.9%,-19%,-2%
c1ccc(CO/N=C(\c2ccc(C3CC3)nc2)C2CC2)cc1,-1%,15%,2.6%,-9%,63%
COc1ccc(C(=O)NC(=S)NC2CCSC2=O)cc1 (stereo unspecified),1%,-4%,0.8%,-3%,29%
COc1ccc(C2OCC(C)(C)CO2)cc1OC,.,.,1.1%,0%,.
CSc1nc(Cl)c(Br)c(N2CC2)n1,.,.,1.6%,-23%,.
COc1ccc2cc(CN(CC3COCCO3)S(=O)(=O)c3ccc(Cl)cc3)c(=O)[nH]c2c1 (stereo unspecified),-2%,13%,9.6%,1%,-8%
CCCCN1C(C(=O)Nc2ncccn2)=C(O)c2ccccc2S1(=O)=O,7%,9%,0.4%,20%,18%
N#Cc1ccccc1OCCCNC1CCCC1,-11%,-1%,0.3%,6%,-28%
NC(=O)c1nsc(C(=O)N(CC(=O)NCc2ccc3c(c2)OCO3)C2CCCC2)c1N,1%,-1%,5.5%,1%,8%
Cc1onc(-c2ccccc2Cl)c1C(=O)Nc1nnc(-c2ccc(Cl)cc2Cl)s1,1%,-3%,2.4%,-1%,-13%
CCC(CO)Oc1cc(NC(=O)Cc2ccccc2)c2ncn(C(C)C)c2c1 (stereo unspecified),.,3%,0.9%,-4%,-4%
S=c1[nH]nc(-c2cccnc2)n1/N=C/c1ccco1,-10%,10%,1.4%,8%,1%
Cc1ccc(NC(=O)CCl)c(C)c1,-3%,?,12%,-4%,77%
CCCn1nc(NC(=O)CC(C)C)c2cc3cccc(C)c3nc21,-4%,-10%,0.7%,13%,-5%
COc1ccc(CN2CCNC(=O)C2CC(=O)N(C)Cc2ccccn2)cc1OC (stereo unspecified),3%,1%,0.1%,2%,-11%
O=C(Nc1ccccn1)c1ccc(S(=O)(=O)c2ccc(Cl)cc2)cc1,-12%,-5%,0.7%,-4%,13%
CC[C@H](C)[C@@H](CNC)NC[C@@H](Cc1ccc(O)cc1)NCC(C)(C)C,5%,-12%,i,10%,1%
CC(=O)Nc1ccc(NC(=O)c2ccc(-n3c(C)ccc3C)cc2)cc1,0%,7%,i,2%,7%
CC(C(=O)Nc1ccc(S(=O)(=O)N2CCOCC2)cc1)N1CCN(c2ccccn2)CC1 (stereo unspecified),4%,-3%,i,-12%,15%
COc1ccc(C(=O)NCCNc2ccc([N+](=O)[O-])cc2)cc1,2%,-1%,1.1%,4%,30%
O=S1(=O)CCOCCCN1Cc1ccccc1F,12%,4%,i,-8%,17%
O=C1c2cccc3c([N+](=O)[O-])ccc(c23)C(=O)N1c1ccc(Cl)cn1,-57%,?,i,-1%,0.69µM*
CNC(=S)NNc1nc(-c2ccccc2)c2cc(Cl)ccc2n1,3%,-5%,2.1%,8%,2%
CCc1ccc(C2c3[nH]c4ccccc4c3CCN2C(=O)c2cc(C)nn2C)cc1 (stereo unspecified),-10%,?,1.8%,1%,4%

(more compounds)
SMILES,PhoP GFP inhibition,H37Rv inhibition,inhibitors of VEEV,H1N1 NS1A inhibition,tuberculosis growth
COc1ccc(NC2CC(=O)N(c3cccc([N+](=O)[O-])c3)C2=O)cc1 (stereo unspecified),2%,?,1.7%,16%,-3%
Cc1csc(SCC(=O)N(C)CC(=O)Nc2ccccc2Cl)n1,3%,1%,2.4%,-3%,2%
O=C(NCCc1c[nH]c2ccccc12)c1cc(Cl)c2c(c1)OCO2,8%,7%,5.2%,10%,32%
c1ccc2c(N3CCCCC3)nc(N3CCOCC3)nc2c1,13%,2%,i,-1%,6%
CCOc1cc(CNCCO)cc(Br)c1OCc1ccccc1Cl,4%,?,32%,-8%,6.2µM*
CC(C)(C)c1ccc(S(=O)(=O)N2CCCCC2)cc1,1%,19%,i,-2%,37%
COc1ccc(NS(=O)(=O)c2cccc(C(=O)NCc3ccccc3CN3CCOCC3)c2)cc1,.,.,7.4%,0%,.
N#C/C(=C\c1ccccc1)c1nc2ncccc2[nH]1,-1%,3%,9.0%,0%,1%
CC(=O)N1c2c(cc(Br)cc2S(=O)(=O)N2CCCCC2)CC1C (stereo unspecified),-4%,-4%,2.3%,-2%,10%
S=c1[nH]nc(-c2cnccn2)n1-c1ccccc1,-1%,-14%,2.2%,-4%,-6%
O=C(CCNC(=O)C1CCN(S(=O)(=O)c2ccc(F)cc2)CC1)NCc1cccc(Cl)c1,5%,6%,0.7%,4%,9%
CN1CCN(c2c(F)cc([N+](=O)[O-])c(N)c2Br)CC1,1%,-4%,i,-3%,1%
CCOc1ccccc1CN1CCCC(C(=O)c2cc(F)ccc2F)C1 (stereo unspecified),1%,1%,0.5%,4%,-13%
CC(C)CN(CCCNC(=O)CN1C(=O)COc2ccc(S(=O)(=O)N3CCOCC3)cc21)CC(C)C,7%,2%,2.6%,6%,6%
COc1ccc(C2C(C(N)=O)=C(C)Nc3nc(CCCO)nn32)cc1 (stereo unspecified),-13%,2%,0.2%,-3%,-8%
N#CCCN(Cc1cccnc1)C(=S)NC(=O)c1ccco1,-4%,-3%,i,10%,-1%
CCOC(=O)c1c(NC(=O)CNCCOC)sc2c1CCCC2,2%,?,3.1%,5%,?
Cc1cc(C)cc(NC(=O)c2cc(Cl)sc2Cl)c1,-8%,40%,2.3%,-4%,42%
CCOc1cccc(-c2c(C(=O)N/N=C(\C)c3ccccn3)nnn2-c2nonc2N)c1,-7%,?,6.8%,3.4µM*,?
O=C(/C=C/c1ccc2c(c1)OCO2)Nc1nc(-c2ccccc2)cs1,-13%,-10%,9.6%,5%,22%

Whole records, looked up by structure:
CC(C)CN(CCCNC(=O)CN1C(=O)COc2ccc(S(=O)(=O)N3CCOCC3)cc21)CC(C)C is listed with PhoP GFP inhibition = 7%; H37Rv inhibition = 2%; inhibitors of VEEV = 2.6%; H1N1 NS1A inhibition = 6%; tuberculosis growth = 6%
S=c1[nH]nc(-c2cnccn2)n1-c1ccccc1 is listed with PhoP GFP inhibition = -1%; H37Rv inhibition = -14%; inhibitors of VEEV = 2.2%; H1N1 NS1A inhibition = -4%; tuberculosis growth = -6%
CC(C)(C)c1ccc(S(=O)(=O)N2CCCCC2)cc1 is listed with PhoP GFP inhibition = 1%; H37Rv inhibition = 19%; inhibitors of VEEV = i; H1N1 NS1A inhibition = -2%; tuberculosis growth = 37%

(continued)
SMILES,PhoP GFP inhibition,H37Rv inhibition,inhibitors of VEEV,H1N1 NS1A inhibition,tuberculosis growth
O=S(=O)(c1ccc(F)cc1)c1nc(-c2ccccc2F)oc1N1CCCCC1,3%,2%,4.5%,-7%,12%
CCOC(=O)C1(CC)CC(CSc2nc3ccccc3[nH]2)OC1=O (stereo unspecified),5%,-1%,0.3%,-15%,21%
Cc1cc(Nc2cc(F)ccc2C)n2ncnc2n1,-2%,-8%,0.3%,7%,-27%
CN(CCCNC(=O)c1cc2c(=O)[nH]c3ccccc3c2n1C)Cc1ccccc1,-13%,1%,1.2%,-1%,21%
O=C(c1cc(-c2ccncc2)nc2ccccc12)N1CCC2(CC1)OCCO2,-1%,-2%,i,6%,7%
COc1ccc(NC(=O)CNc2cc(C)ccc2C)cc1S(=O)(=O)N1CCOCC1,.,4%,1.7%,-3%,0%
COc1ccccc1NC(=O)c1nn(-c2ccc(Cl)cc2)ccc1=O,-1%,-3%,6.8%,-12%,6%
O=C1CCc2cc(S(=O)(=O)N3CCCCC3)cc3c2N1CCC3,-7%,-5%,0.1%,10%,17%
